# Screening data: PubChem, Sanford-Burnham Center for Chemical Genomics
# PfG6PD inh – PfG6PD (Plasmodium falciparum) enzyme inhibition | PfGluPho enzyme, NADPH resazurin-diaphorase fluorescence | inhibition, % at 20 µM | hit rate 0.78% among 350,000;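 active = inhibition reaching at least a set limit at 20 µM in the primary screen, cut at about 59% in these data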;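 also: 0% = DMSO wells with substrate and 100% = DMSO wells lacking glucose-6-phosphate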
# SENP8 block-1 – blocks human SENP8 cleavage of Nedd8 substrate. Q96LD8. recombinant SENP8, Nedd8 substrate fluorescence. inhibition, % at 20 µM. hit rate 0.64% among 360,000. AID 602440; in the data active = inhibition mostly above about 40%, no sharp cut-off; inactive = mostly below about 27%
# SENP1 inh – blocks the human SENP1 SUMO protease catalytic domain; recombinant SENP1 catalytic domain, CyPet-SUMO1-YPet FRET cleavage; inhibition, % at 10 µM; hit rate 0.21% among 360,000; AID 624204; Q9P0U3;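 active = inhibition at least 30% at 10 µM, raw YFP signal under a set limit, fluorescence ratio 0.5 to 1.5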;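 also: 0% = enzyme with DMSO and 100% = no enzyme wells; some results filed as inactive read as strong as hits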
# Target sequence (Q9P0U3 419-644 limits assumed): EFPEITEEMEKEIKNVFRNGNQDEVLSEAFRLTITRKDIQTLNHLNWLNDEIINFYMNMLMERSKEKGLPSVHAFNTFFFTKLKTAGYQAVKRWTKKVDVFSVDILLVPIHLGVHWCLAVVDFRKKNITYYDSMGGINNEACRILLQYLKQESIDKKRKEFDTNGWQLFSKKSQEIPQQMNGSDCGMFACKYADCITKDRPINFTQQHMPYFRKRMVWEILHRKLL
#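 Compound: 10 µM single point, 0.5% DMSO; Test system: hSENP1 catalytic domain, recombinant; Timing: 50 min reaction at room temperature; Technique: FRET, CFP and YFP emission; Control set: no-enzyme wells low, DMSO-plus-enzyme wells high control.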
# SENP6 inh – SENP6 protease inhibition; Recombinant SENP6 catalytic domain, aminoluciferin luminescence; hit rate 1.8% among 330,000; inhibition, % at 10 µM;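 active = inhibition above about 50% at the single tested dose, limit read from the data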;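 also: plate controls were DMSO wells with enzyme for no effect and DMSO wells lacking enzyme for full effect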
# Target sequence (Q9GZR1 628-1112 limits assumed): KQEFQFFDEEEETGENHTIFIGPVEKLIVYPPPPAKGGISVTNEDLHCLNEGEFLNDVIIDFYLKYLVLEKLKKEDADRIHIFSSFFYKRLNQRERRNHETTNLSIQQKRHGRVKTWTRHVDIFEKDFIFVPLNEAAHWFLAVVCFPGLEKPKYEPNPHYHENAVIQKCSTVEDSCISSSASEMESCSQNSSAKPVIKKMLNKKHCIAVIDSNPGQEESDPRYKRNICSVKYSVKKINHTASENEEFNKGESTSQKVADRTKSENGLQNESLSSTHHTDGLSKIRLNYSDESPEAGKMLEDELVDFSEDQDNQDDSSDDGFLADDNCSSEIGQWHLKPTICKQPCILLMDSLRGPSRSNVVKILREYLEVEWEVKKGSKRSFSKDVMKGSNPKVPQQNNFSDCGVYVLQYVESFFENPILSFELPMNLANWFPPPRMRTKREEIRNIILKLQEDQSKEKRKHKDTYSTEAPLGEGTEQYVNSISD
# Apaf1 inhib – inhibitors of human Apaf-1 apoptosome. O14727. reconstituted apoptosome caspase-3 activity, DEVD-Rh110 fluorescence. inhibition, % at 20 µM. hit rate 0.71% among 330,000. AID 489030; active = inhibition of at least 40% at 20 µM;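 also: plate controls were DMSO wells for no effect and DEVD-CHO caspase inhibitor wells for full effect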
#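 Assay system: Apoptosome proteins | Medium: pH 7.5 Hepes buffer with CHAPS, BSA, DTT | Also added: Cytochrome c and DEVD-Rh110 substrate | Times: 30 min plus 50 min, RT | Detection: Rhodamine 110 fluorescence at Ex 480/Em 540 nm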
# SENP8 block-2 – SENP8 protease inhibition; hit rate 1.2% among 330,000; purified SENP8, Z-RLRGG-aminoluciferin cleavage, luminescence; inhibition, % at 10 µM; AID 2540; Q96LD8; in the data active = inhibition above about 50%
# HKDC1 inhibitor – HKDC1 (human) hexokinase inhibition; Q2TB90; recombinant HKDC1, G6PDH/diaphorase resazurin coupled fluorescence; inhibition, % at 20 µM; hit rate 0.16% among 340,000; AID 493160;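 active = inhibition above about 35% when tested at 20 µM, limit read from the data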;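 also: plate controls were DMSO wells with enzyme for no effect and DMSO wells lacking enzyme for full effect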
#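 Material: recombinant HKDC1 hexokinase; Amount: HKDC1 at 5 µg/mL; Medium: Tris pH 8.0 buffer with MgCl2, Tween-20, BSA, BME; Schedule: 90 min reaction incubation at room temperature, dark; Technique: coupled resazurin fluorescence, excitation 525 nm, emission 613 nm.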
# SENP7 inh – inhibitors of human SENP7 protease; Q9BQF6; recombinant SENP7, Z-RLRGG-aminoluciferin luminescence, 40 min; inhibition, % at 5 µM; hit rate 1.5% among 330,000;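 active = inhibition above about 50% at the single test dose, limit read from the data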;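 also: plate controls were DMSO with enzyme for no effect and no enzyme buffer wells for full effect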
# Target sequence (Q9BQF6 706-1050 limits assumed): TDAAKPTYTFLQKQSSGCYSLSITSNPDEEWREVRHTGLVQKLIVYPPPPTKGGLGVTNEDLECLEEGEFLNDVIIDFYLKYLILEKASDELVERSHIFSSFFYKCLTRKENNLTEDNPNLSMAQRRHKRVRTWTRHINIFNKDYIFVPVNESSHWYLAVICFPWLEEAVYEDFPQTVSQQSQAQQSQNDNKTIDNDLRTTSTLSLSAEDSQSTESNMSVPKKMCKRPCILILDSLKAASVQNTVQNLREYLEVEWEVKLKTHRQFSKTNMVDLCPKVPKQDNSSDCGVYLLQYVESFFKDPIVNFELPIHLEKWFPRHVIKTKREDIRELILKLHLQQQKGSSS
# Numbers without * were called inactive; . = not tested or not shown; & = joins results of further samples. These rows are one share of the data (hit frequency here may not be typical).
SMILES,PfG6PD inh,SENP8 block-1,SENP1 inh,SENP6 inh,Apaf1 inhib,SENP8 block-2,HKDC1 inhibitor,SENP7 inh
Fc1ccc(CNCCc2c[nH]c3ccccc23)cc1,14,14,0,2,1,1,-7,0
CC(C)COP(=O)(OCC(C)C)C(O)c1cccnc1 (stereo unspecified),-16,20,5,-3,-5,-9,-8,4
CCOc1ccc(N2C(=O)/C(=C\c3cccs3)C(=O)NC2=S)cc1,32,.,.,0,-4,7,13,2
CCCCn1c(O)c(C(CC)=NCc2cc(OC)cc(OC)c2)c(=O)[nH]c1=O,0,14,2,14,14,5,-7,4
O=C(O)CN1C(=O)CN=C(c2ccccn2)c2cc(Cl)ccc21,-11,18,0,-24,1,4,1,8
CN(C)C(=O)Oc1ccc2c(c1)O/C(=C\c1cccc([N+](=O)[O-])c1)C2=O,8,18,4,-43,14,-10,2,-6
CC(=O)Nc1ccccc1OC(=O)N(C)C,-16,11,-1,-14,-5,6,-7,8
C[C@]12CCC3C(CC[C@@H]4[C@H]5O[C@H]5CC[C@]34C)C1CC[C@@H]2O (stereo partly specified),-24,9,4,.,.,.,11,.
CC[N+]12CCC(CC1)C(C(O)(c1ccccc1)c1ccccc1)C2 (stereo unspecified),-9,2,0,-14,-14,-3,-10,-7
COc1ccc(N2C(=O)/C(=C/c3ccco3)C(=O)NC2=S)cc1,23,11,-23,9,15,14,22,3
Cn1c[n+](C)cc1C(O)c1ccccc1 (stereo unspecified),22&-3,12&18,1&0,-4&-18,-8&-7,-1&-7,-7&8,-1&2
S=P(NC1CCCCC1)(N1CC1)N1CC1,4,16,2,-5,-2,-4,-2,-1
Cc1nc2ccccc2c(=O)n1-c1ccc(-c2ccccc2)cc1,-25,2,-2,-14,10,-4,0,5
CN1CCC(N(C)c2nc(-c3ccccc3)nc3ccccc23)CC1,-2,-10,0,-18,-2,-7,-11,-6
CCNC(=O)NC(=O)C(C)OC(=O)c1c(C)nn(Cc2ccccc2)c1Cl (stereo unspecified),2,8,0,-25,0,-12,-7,-5
C[C@]12CC[C@H](O)CC1=C([N+](=O)[O-])CC1C2CC[C@@]2(C)C1CC[C@@H]2O (stereo partly specified),2,9,-3,-9,8,-12,-3,-5
COC(=O)C1=C(c2ccc(F)cc2OCc2ccccc2)C[C@@H]2CC[C@H]1N2C(=O)NCc1cc(C)oc1C(F)(F)F,12,-1,-2,4,12,-1,1,2
C[C@H]1CC[C@@]2(C)[C@@H](CC[C@@H]3[C@@H]2CC[C@]2(C)[C@@H](O)CC[C@@H]32)C1,25,14,3,-23,15,-13,-2,4
CCOC(=O)C1(CCc2ccccc2)CCN(C(C)CSC)CC1 (stereo unspecified),-1,6,-2,.,.,.,-4,.
Cc1nc2ccc(Cl)cc2c(=O)n1-c1ccc([N+](=O)[O-])cc1,3,16,1,-6,-16,-3,-4,-8
C[C@]12CCC3C(CC[C@H]4C[C@@H](O)CC[C@]34C)C1C[C@H](Br)[C@@H]2O (stereo partly specified),.,13,2,-4,5,-7,.,3
O=c1[nH]c(=S)[nH]c(O)c1N=Nc1cc(S(=O)(=O)Nc2ccc(Cl)cc2)ccc1Cl,-7,41*,5,17,11,6,11,-2
CCOC(=O)CC1c2ccccc2-n2nncc2CN1C (stereo unspecified),-10,0,-1,.,.,.,-4,.
OCCOc1ccccc1,16,46*,-1,-5,-9,3,1,-4
CCCCn1c(O)c(C(CC)=NCc2ccco2)c(=O)[nH]c1=O,-13,26,0,-9,-7,-13,9,-4
Cn1c(O)c(/C=N/NC(=O)c2ccncc2)c(=O)n(C)c1=S,-15,-457,-36,-3,-6,4,-5,0
CCOC(=O)C1(CCc2ccccc2)CCN(C2CCSCC2)CC1,-8,15,-1,-2,-6,-4,-10,5
Cc1ccc2nc(-c3ccncc3)cc(C(=O)N3CCC4(CC3)OCCO4)c2c1,-2,6,0,-8,5,4,-7,-7
O=P1(N(CCCl)CCCl)NCCCO1 (stereo unspecified),10,-1,1,1,-15,5,-6,7
O=C(COC(=O)Cc1ccccc1)NCCNC(=O)COC(=O)Cc1ccccc1,-5,14,3,-1,0,6,-4,-4
Clc1ccc(CCC(Cn2ccnc2)Sc2c(Cl)cccc2Cl)cc1 (stereo unspecified),15,9,-2,-1,24,9,-2,-8
C[n+]1c2ccccc2nc2ccc(NCCO)cc21,5,90*,14,81*,94*,71*,14,41
O=C(Cc1ccccc1F)N1CCN(CC(=O)N2CCCC2)CC1,-1,1,0,9,-6,0,-3,2
CCCC1(CCC)C(=O)NC(=NCc2ccccc2)NC1=O,-3,22,-2,-10,6,-9,4,-10
CN(C)C(=O)Oc1ccc(OCc2n(C)c3ccccc3[n+]2C)cc1,-9,16,1,-9,-5,-10,-2,0
Cc1ccc(-c2cc(-c3ccc(C)cc3)[n+](-c3ccc(C(=O)O)cc3)c(-c3ccc(C)cc3)c2)cc1,-3,-475,4,-4,18,3,-4,3
COC(=O)C1=C(c2ccc3ccccc3c2)C[C@@H]2CC[C@H]1N2C(=O)NCCCOC(C)C,5,8,2,-16,13,-5,0,1
CCCCn1c(O)c(C(CC)=Nc2ccc(OCC)cc2)c(=O)[nH]c1=O,8,19,-1,0,25,-7,0,4
COc1ccc(/C=C2/C(=O)NC(=O)N(Cc3ccco3)C2=O)cc1,.,.,.,-55,6,5,.,-3
CSc1ncc(Cl)c(C(=O)O)n1 (tested in a mixture with another compound),-8,13,1,-7,-14,-5,-2,0
CN(C(=O)Oc1ccc(C(C)(C)C)cc1)c1ccccc1,-5,24,1,-12,18,-2,-5,6
Cc1cc(/C=C2\C(=O)NC(=O)N(c3cccc(Br)c3)C2=O)c(C)n1C,3,1,-7,-10,-2,-4,-4,-1
CCC(=O)N1N=C(c2c(O)n(CCc3ccccc3)c(=O)[nH]c2=O)CC1c1ccc(OC)c(OC)c1 (stereo unspecified),-2,16,2,-18,-6,-13,-5,9
O=C1NC(=S)NC(=O)C1C1CCCCC1,-88,13,1,5,1,0,-3,11
Cc1ccc(OP2(=O)Nc3cc(C)c(C)cc3S2)cc1 (stereo unspecified),46,-36,3,.,.,.,-41,.
O=C(c1cc(-c2cccnc2)nc2ccc(Cl)cc12)N1CCC2(CC1)OCCO2,-3,12,0,-14,-3,-6,-5,9
CC(=O)N1CC(=O)Nc2ccc(Cl)cc2C1c1ccccc1 (stereo unspecified),-9,11,0,-16,5,1,-4,-3
CCOC(=O)[C@@]1(C#N)C(c2ccc(Cl)c(Cl)c2)[C@H](C(N)=O)N2C=C(C(C)=O)C=C[C@H]21 (stereo partly specified),-2,-165,-38,22,9,1,10,-2
CCc1ccc(N2C(=O)NC(=O)/C(=C\c3cc(C)n(-c4cc(C(=O)O)cc(C(=O)O)c4)c3C)C2=O)cc1,-20,10,-21,-15,10,-7,3,-7
Cc1cc(OCC(=O)N2CCC(C(=O)O)(c3ccccc3)CC2)c2c(C)cc(=O)oc2c1,-13,-183,2,2,-2,-3,1,-4
CC(=O)C1(c2ccccc2)CCNCC1,11,17,3,-14,-2,5,-3,0
C=CCN1C(=O)C2(C(C(=O)OCC)=C(N)Oc3ccccc32)c2c1c1ccccc1oc2=O (stereo unspecified),0,21,1,-2,0,-1,-2,0
c1ccc2oc(N3CCNCC3)nc2c1,-4,24,0,0,-8,1,-3,7
CC12CCC(=O)C=C1CCC1C2CCC2(C)C(O)(C(=O)CO)CCC12O (stereo unspecified),-12,14,1,.,.,.,-8,.
CCCCn1c(O)c(C(C)=NCCCn2ccnc2)c(=O)[nH]c1=O,3,11,2,7,-5,-4,-7,7
O=C(Nc1ccc(F)cc1F)c1cccn(Cc2ccccc2)c1=O,4,12,0,-16,17,-10,0,-5
O=C(NC1CC1)C1CSC(c2cccnc2)=N1 (stereo unspecified),-2,6,1,1,2,-12,-11,-4
CCOc1cccc(C2NCc3ccccc3-n3cccc32)c1O (stereo unspecified),14,13,0,8,-5,3,1,-3
CCCc1nnc(NC(=O)CCC(=O)N2CCN(CCOC(c3ccccc3)c3ccccc3)CC2)s1,-23,11,0,-9,22,-11,-5,1
CN(C)C1(c2nnnn2CCOC(=O)Nc2ccc(Cl)cc2)CCCCC1,-6,15,1,-9,15,5,2,3

# Grouped by structure, the compounds so far containing an aryl thioether with sulfur outside any ring.
SMILES,PfG6PD inh,SENP8 block-1,SENP1 inh,SENP6 inh,Apaf1 inhib,SENP8 block-2,HKDC1 inhibitor,SENP7 inh
Clc1ccc(CCC(Cn2ccnc2)Sc2c(Cl)cccc2Cl)cc1 (stereo unspecified),15,9,-2,-1,24,9,-2,-8
CSc1ncc(Cl)c(C(=O)O)n1 (tested in a mixture with another compound),-8,13,1,-7,-14,-5,-2,0

# (next part)
SMILES,PfG6PD inh,SENP8 block-1,SENP1 inh,SENP6 inh,Apaf1 inhib,SENP8 block-2,HKDC1 inhibitor,SENP7 inh
CN1CCN(/N=C/c2c(O)n(Cc3ccc(F)cc3)c(=O)[nH]c2=O)CC1,-7,28,-1,-14,-11,0,-4,3
CC(=O)N1CCN(CCN=Cc2c(O)n(-c3ccc(C)cc3)c(=S)[nH]c2=O)CC1,-1,18,0,-11,0,-2,0,4
Cc1cc(C(=O)C[N+]23CCN(CC2)CC3)c(C)n1-c1ccc(Br)cc1,-11,6,-1,-1,-1,-5,-7,-1
C[C@]12CCC3C(CC[C@H]4C[C@H](O)CC[C@]34C)C1CCC2=O (stereo partly specified),5,9,1,-1,2,9,-4,6
CC(=O)c1cc(C(C)=O)c(C)[n+](C)c1C,-4,13,-1,-11,-3,8,-2,6
O=C(c1ccccc1F)c1cn(CC(=O)N2CCCCC2)c2ccccc12,-8,10,1,-4,14,-7,12,-8
C=CC[N+]1(C)CC[C@]23c4c5ccc(O)c4O[C@H]2C(=O)CC[C@@]3(O)[C@H]1C5 (stereo partly specified),31,8,-2,-3,-6,3,-7,8
CC1N(O)C2CCCCCC2N1O (stereo unspecified),13,24,1,-3,-4,-2,-3,15
COc1ccc(CCNCc2ccc(Br)cc2)cc1OC,1,15,0,-10,1,-6,1,-3
CN1CCC(OC(=O)Cc2ccccc2)CC1,10,-5,1,3,-4,0,-13,-1
COc1ccc(-n2c(O)c(/C(C)=N/Nc3ccccc3)c(=O)[nH]c2=O)cc1,-6,10,0,3,2,7,-1,10
CC12CN3CN(C1)CC(c1ccccc1)(C3)C2=O,-18,17,3,-19,-12,0,-9,-3
COC(=O)c1c2[n+](cc3cc(OC)c(OC)cc13)CCc1cc(OC)c(OC)cc1-2,-9,-11,-26,-8,5,-1,0,2
Brc1cccc(CNCCc2ccc3c(c2)OCO3)c1,21,17,-1,-13,7,-7,6,-12
CCOCCCN=Cc1c(O)n(Cc2ccccc2)c(=O)[nH]c1=O,-7,19,1,-11,-1,-7,-7,-6
COC(=O)C1=C(c2ccc(F)cc2OCc2ccccc2)C[C@@H]2CC[C@H]1N2C(=O)NCc1ccc(C)cc1,6,6,0,-12,28,-8,2,-3

# In the list so far, these contain a nitro group on carbon:
SMILES,PfG6PD inh,SENP8 block-1,SENP1 inh,SENP6 inh,Apaf1 inhib,SENP8 block-2,HKDC1 inhibitor,SENP7 inh
CN(C)C(=O)Oc1ccc2c(c1)O/C(=C\c1cccc([N+](=O)[O-])c1)C2=O,8,18,4,-43,14,-10,2,-6
C[C@]12CC[C@H](O)CC1=C([N+](=O)[O-])CC1C2CC[C@@]2(C)C1CC[C@@H]2O (stereo partly specified),2,9,-3,-9,8,-12,-3,-5
Cc1nc2ccc(Cl)cc2c(=O)n1-c1ccc([N+](=O)[O-])cc1,3,16,1,-6,-16,-3,-4,-8
